procasp3 activ: procaspase-3 (human) activation; 330,000 tested, 0.11% active; recombinant procaspase-3 D3A, Ac-DEVD-pNA absorbance 405 nm; activation, % at 8.5 µM; AID 463141;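 active = activation above the mean of all tested compounds plus 3 SD, cut at about 21% in these data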;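 also: 0% = DMSO alone and 100% = DMSO wells spiked with extra 5 µM PC-3 D3A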
Target sequence (P42574 whole entry D9A/D28A/D175A): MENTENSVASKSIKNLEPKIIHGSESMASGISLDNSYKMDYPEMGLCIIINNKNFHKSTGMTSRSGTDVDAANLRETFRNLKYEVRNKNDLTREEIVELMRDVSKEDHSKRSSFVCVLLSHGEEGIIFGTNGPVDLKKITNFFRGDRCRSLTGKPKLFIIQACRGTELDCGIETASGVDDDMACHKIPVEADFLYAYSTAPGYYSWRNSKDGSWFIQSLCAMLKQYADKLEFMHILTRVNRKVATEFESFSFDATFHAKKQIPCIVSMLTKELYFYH
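Assay system: Procaspase-3 D3A mutant, all three cleavage aspartates alanine. Buffer or medium: Zinc-free HEPES saline buffer with Triton X-100. Times: 1 h compound preincubation, 2 h substrate hydrolysis at 25 °C. Measured by: 405 nm absorbance of p-nitroaniline, reads at 0 and 120 min. Read-out basis: percent activation relative to control range. Replicates: singlicate.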
LAP4-GFP MLPCN: alters LAP4-GFP fluorescence in TOR pathway yeast screen; S. cerevisiae LAP4-GFP multiplex, flow cytometry GFP, 3 h; median GFP as percent of DMSO wells; GFP response vs DMSO, % at 10 µM; 320,000 tested, 0.34% active; AID 2023;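 active = GFP response vs DMSO above a set limit, about the screen mean plus 3 SD, cut at about 150% in these data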
Yeast superoxide: lowers age-related superoxide in aged yeast cells; S. cerevisiae aged cells, superoxide DHE fluorescence; stronger effect = lower value; superoxide response (% of plate mean), % at 10 µM; 330,000 tested, 0.18% active; AID 2690;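 active = superoxide response under a set limit, about three screen SD below normal, cut at about 65% in these data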;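 also: yeast aged for seven days with compound at 30 °C before DHE staining; 100% = average MFI of all compound-treated wells on the plate with controls excluded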
GASC-1 inh: inhibitors of human GASC-1 (JMJD2C) demethylase; Q9H3R0; GST-JMJD2C(1-420) H3K9me3 demethylation, DELFIA europium; inhibition, % at 2.35 µM; 330,000 tested, 0.069% active;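 active = more than half of a compound's replicate wells show inhibition beyond 50%, single wells judged on their own value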;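 also: signal counts dimethyl H3K9 product captured on neutravidin plate; 0% = median of DMSO wells and 100% = 0.3 times that DMSO median; strong numbers were not always called active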
Target sequence (Q9H3R0 1-420 limits assumed): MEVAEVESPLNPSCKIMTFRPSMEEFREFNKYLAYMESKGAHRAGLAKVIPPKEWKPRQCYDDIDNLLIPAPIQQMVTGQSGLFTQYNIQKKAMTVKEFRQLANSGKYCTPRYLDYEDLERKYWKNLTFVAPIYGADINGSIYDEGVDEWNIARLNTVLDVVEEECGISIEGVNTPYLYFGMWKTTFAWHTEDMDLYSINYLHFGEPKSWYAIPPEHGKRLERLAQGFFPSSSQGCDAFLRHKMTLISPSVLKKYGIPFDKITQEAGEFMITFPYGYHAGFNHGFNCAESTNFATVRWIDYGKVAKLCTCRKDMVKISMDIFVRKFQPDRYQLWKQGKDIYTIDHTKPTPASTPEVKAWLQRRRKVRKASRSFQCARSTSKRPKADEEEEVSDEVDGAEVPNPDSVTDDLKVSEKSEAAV
proCasp7 act: activates human procaspase-7, counter-screen for procaspase-3 activators; recombinant procaspase-7, Ac-DEVD-pNA absorbance 405 nm; D23A/D198A/D206A triple mutant, cannot self-cleave; scale: DMSO 0, 5 µM enzyme 100; activation, % at 8.5 µM; 330,000 tested, 0.093% active;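 active = percent activation above the screen-wide mean plus 3 SD, cut at about 25% in these data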
Target sequence (P55210 whole entry D23A/D198A/D206A): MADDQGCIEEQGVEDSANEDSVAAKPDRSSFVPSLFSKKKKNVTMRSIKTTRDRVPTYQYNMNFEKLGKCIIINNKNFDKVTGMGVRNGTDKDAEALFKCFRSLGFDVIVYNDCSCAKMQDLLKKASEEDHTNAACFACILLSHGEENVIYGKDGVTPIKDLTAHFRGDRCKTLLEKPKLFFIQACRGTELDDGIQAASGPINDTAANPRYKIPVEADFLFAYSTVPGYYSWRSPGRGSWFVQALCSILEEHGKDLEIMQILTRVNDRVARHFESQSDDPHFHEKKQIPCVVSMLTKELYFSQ
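Material: Procaspase-7 triple mutant (PC-7 D3A) | Quantity: 2 µM procaspase-7 mutant as dispensed | Reagent: DEVD-pNA substrate | Times: 1 h preincubation, 2 h reaction | Technique: 405 nm absorbance of p-nitroaniline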
RPL19A TOR yeast: alters RPL19A-GFP fluorescence in TOR pathway yeast screen; S. cerevisiae RPL19A-GFP strain, flow cytometry, 3 h; stronger effect = lower value; percent response vs DMSO, % at 10 µM; 330,000 tested, 0.3% active; AID 2025;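 active = percent response vs DMSO below 50%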;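 also: median channel GFP fluorescence of the barcoded RPL19A-GFP strain; ratio of sample median GFP to plate DMSO average so 100% = DMSO; lower means less RPL19A-GFP as with rapamycin TOR inhibition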
AHR act: activators of human aryl hydrocarbon receptor; P35869; activation, % at 5 µM; 320,000 tested, 2.5% active; AHR-responsive luciferase reporter cells, luminescence; in the data active = activation above about 47%;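 also: 0% = vehicle wells and 100% = reference agonist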
MEP2 TOR yeast: yeast TOR pathway MEP2-GFP modulation; S. cerevisiae MEP2-GFP strain, flow cytometry GFP, 3 h; 100% = DMSO control level; GFP response vs DMSO, % at 10 µM; 330,000 tested, 0.51% active;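 active = GFP response versus DMSO above a set limit, roughly screen mean plus 3 SD, cut at about 180% in these data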;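 also: median GFP fluorescence of the barcode-gated MEP2-GFP cells per well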
* = called active by the depositor; · = not tested or not shown; [ ] = remark or other dose.

SMILES	procasp3 activ	LAP4-GFP MLPCN	Yeast superoxide	GASC-1 inh	proCasp7 act	RPL19A TOR yeast	AHR act	MEP2 TOR yeast
COc1ccc(-c2nc3ccc(Cl)cn3c2NC2CCCCC2)cc1SC1CCCCC1	14.5	108.4	86.9	·	0.3	104.6	1.1	103.9
COc1ccc2cc(C(=O)N3CCc4ccccc43)[nH]c2c1	-5.1	102.0	106.3	2.0	-9.1	106.1	82.4*	108.4
O=C(NCc1ccco1)C1CC(c2c(Cl)cccc2Cl)=NO1 (stereo unspecified)	9.7	·	·	-2.6	-0.9	·	-1.3	·
CCN(CC)S(=O)(=O)c1cccc(C(=O)NNC(=O)C2=NN(c3ccccc3)C(=O)CC2)c1	3.3	96.5	93.7	47.0	-2.7	99.5	2.4	104.7
CCCOC(=O)c1ccc(NC(=O)c2cc(=O)[nH]c3ccccc23)cc1	-5.0	105.5	95.5	-0.4	-7.4	102.3	-2.0	105.7
O=C(Nc1nc(-c2cc(F)ccc2F)cs1)C1=COCCO1	2.8	113.1	82.3	1.8	4.2	105.5	10.8	94.9
Cc1ccc(/C=[N+](/[O-])C2SC(=S)N(C)C2(C)C)cc1 (stereo unspecified)	5.7	·	107.4	-5.4	-6.9	92.1	-1.1	92.6
COc1ccc(S(=O)(=O)N(CC(=O)NCCC(C)C)c2ccccc2)cc1OC	-8.2	100.8	107.2	-9.7	10.6	100.3	0.9	98.4
COc1ccc(S(=O)(=O)N(C)C2(C)CCS(=O)(=O)C2)cc1OC (stereo unspecified)	-4.0	104.5	90.0	-1.6	14.1	101.0	-1.7	106.2
COc1ccccc1NS(=O)(=O)c1cccc(C(=O)N2CC(C)OC(C)C2)c1 (stereo unspecified)	16.8	108.2	98.0	67.7	2.7	101.7	-0.6	104.8
CC1=CC2=NC(=O)/C(=C\c3cccn3CCOc3cc(C)cc(C)c3)C(=N)N2O1	2.6	125.6	100.4	0.0	-5.0	103.5	12.9	97.7
O=C(CSc1n[nH]c(-c2ccccc2)n1)NCc1cccc(C(=O)O)c1	6.2	101.5	93.5	-14.8	4.7	97.8	4.2	96.8
O=C1CNC(=O)/C(=C/c2cccs2)N1	-8.2	109.4	103.9	27.5	-6.2	102.1	0.9	110.5
C[C@]12CC[C@@H]3c4ccc(O)cc4CC[C@H]3[C@@H]1CC[C@@H]2OC(=O)CCC1CCCC1	4.7	98.8	99.4	19.9	-6.6	99.5	-0.9	94.9
CCn1c(=O)n(CC)c2cc(S(N)(=O)=O)c(C)cc21	4.2	103.1	106.0	-2.0	9.8	97.5	-1.6	103.0
Cc1cc(-c2nnco2)c(C)n1-c1ccccc1	-7.5	100.3	101.0	14.6	12.7	102.3	12.7	104.4
Cc1nn(C)c(C(=O)N/N=C/c2cccnc2)c1Cl	6.4	110.7	98.7	26.8	5.6	94.0	13.0	100.2
Cc1ccc(Cl)cc1NC(=O)CN1C(=O)NC(C)(C2CC2)C1=O (stereo unspecified)	0.3	150.8*	86.8	4.9	9.0	83.6	2.9	107.8
COc1ccc(C2(c3ccc(OC(C)=O)cc3OC(C)=O)CC(c3ccccc3)NC(=S)N2)cc1 (stereo unspecified)	4.9	100.5	61.2*	9.3	-13.4	105.9	-1.3	102.1
CCN(C(=O)CN1CCN(c2ccccc2O)CC1)c1c(N)n(Cc2ccccc2)c(=O)[nH]c1=O	0.7	99.3	100.7	3.9	4.8	101.2	3.7	97.8
O=C(CN1C(=O)c2ccccc2C1=O)c1ccc(F)cc1	-8.9	95.2	127.4	-5.1	1.0	97.1	0.5	97.0
COc1ccccc1NC(=O)CCC(=O)Nc1nnc(C2CCCCC2)s1	-0.6	90.4[may fluoresce violet]	97.3	-10.0	-1.0	109.7[may fluoresce violet]	2.5	146.1[may fluoresce violet]
CCOc1ccc(CCNS(=O)(=O)c2ccc3c(c2)NC(=O)CC(=O)N3)cc1OCC	6.4	86.0	106.5	-7.4	1.0	99.9	0.3	103.8
COc1ccc(/C=N\NC(=O)CCc2c(C)n[nH]c2C)c(OC)c1OC	-5.7	98.1	92.2	34.2	-1.0	107.6	14.5	108.4
Brc1ccc(-c2nc(-c3cccnc3)no2)o1	9.7	98.5	112.2	-4.4	-10.1	92.1	63.3*	93.6
CNc1oc(Cc2cccc3ccccc23)nc1C#N	-6.3	112.3	105.3	-1.5	-1.8	100.8	2.2	113.3
Cc1cc(NC(=O)CSc2nc3c(cnn3-c3cccc(Cl)c3)c(=O)[nH]2)no1	2.8	106.2	108.6	13.7	-5.4	100.1	10.5	101.1
O=C(CCCn1c(=O)c2cccn2c2cccnc21)NCc1cccc(Br)c1	1.1	96.8	113.3	-0.8	-2.1	99.0	-5.4	100.3
COc1ccc(NC(=O)c2cn(C)c(=O)c3cc(OC)c(OC)cc23)c(OC)c1	5.8	83.5	105.8	-0.4	-3.1	101.8	7.3	93.6
COc1ccc(/C=N/NC(=O)CC(=O)NCc2cccnc2)c(OC)c1	3.8	92.6	110.0	2.6	-0.3	102.3	1.2	101.4

The last 4 records of the section above are carried over, then new ones follow:
SMILES	procasp3 activ	LAP4-GFP MLPCN	Yeast superoxide	GASC-1 inh	proCasp7 act	RPL19A TOR yeast	AHR act	MEP2 TOR yeast
Cc1cc(NC(=O)CSc2nc3c(cnn3-c3cccc(Cl)c3)c(=O)[nH]2)no1	2.8	106.2	108.6	13.7	-5.4	100.1	10.5	101.1
O=C(CCCn1c(=O)c2cccn2c2cccnc21)NCc1cccc(Br)c1	1.1	96.8	113.3	-0.8	-2.1	99.0	-5.4	100.3
COc1ccc(NC(=O)c2cn(C)c(=O)c3cc(OC)c(OC)cc23)c(OC)c1	5.8	83.5	105.8	-0.4	-3.1	101.8	7.3	93.6
COc1ccc(/C=N/NC(=O)CC(=O)NCc2cccnc2)c(OC)c1	3.8	92.6	110.0	2.6	-0.3	102.3	1.2	101.4
COc1ccccc1CC(=O)O/N=C(\N)c1ccccn1	-7.9	109.2	91.3	-25.4	-3.7	95.1	-1.6	94.9
O=C(/C=C/c1ccc(F)cc1)NC(=S)N1CCN(c2ccccn2)CC1	5.3	107.2	101.8	6.2	-3.0	97.8	18.3	101.0
CC1CCCCN1C(=O)CSc1nc(-c2ccccc2)cn1N (stereo unspecified)	0.6	104.8	107.0	-18.1	-5.8	98.9	7.9	104.1
COC(=O)CN1C(=S)N(c2ccc(F)cc2)C(=O)C1CC(=O)Nc1ccccc1 (stereo unspecified)	-0.3	101.8	108.9	-1.3	-1.8	96.9	1.6	100.2
COC(=O)CNS(=O)(=O)c1ccc(OC)cc1	2.8	104.7	90.3	-1.2	1.4	101.9	-0.8	104.1
Cc1cc(C)n(C(=O)CSc2ccc(Cl)cc2)n1	-7.2	104.3	105.3	-2.7	5.6	105.2	-1.0	104.0
CN(c1ccccc1C(=O)NC1CCCCC1)S(=O)(=O)c1ccccc1	3.5	96.9	87.1	3.7	5.7	92.4	-0.8	89.9
COc1cc(C(=O)NC(=S)N2CCN(C)CC2)cc(OC)c1OC	8.1	89.7	115.7	10.1	-8.3	99.7	-0.7	100.0
Cc1cc2ccc(C)c(C)c2nc1SCC(=O)c1cccs1	-3.7	87.3	91.2	3.9	-6.6	99.4	39.0	92.6
CCCn1c(N)c(N(CCOC)C(=O)c2ccc(N(C)S(=O)(=O)c3ccc(C)cc3)cc2)c(=O)[nH]c1=O	0.4	90.1	99.7	2.9	2.7	98.0	1.0	88.8
CC1Cc2ccccc2N1CC(=O)Nc1ccc2c(c1)OC(F)(F)O2 (stereo unspecified)	-3.1	109.6	110.0	-5.1	3.7	95.3	61.4*	99.2
CN(C(=O)CN1C(=O)/C(=C/c2ccc(Cl)cc2)SC1=S)C1CCS(=O)(=O)C1 (stereo unspecified)	2.5	91.3	96.8	2.2	-14.0	103.2	-1.1	106.8
O=C(c1ccco1)N1CCN(S(=O)(=O)c2cccc([N+](=O)[O-])c2)CC1	3.9	93.1	108.0	4.2	6.9	92.0	0.6	94.6
COc1ccc(-c2cn(CCC(=O)NCc3ccc(C)cc3)c(-c3ccncc3)n2)cc1	6.9	102.6	99.2	-6.5	2.3	94.4	3.4	91.3
Cc1ccc(NC(=O)C(C)OC(=O)Cn2[nH]c(=O)c3ccccc3c2=O)cc1 (stereo unspecified)	3.0	120.1	95.2	2.7	7.3	107.7	0.9	111.8
Cc1[nH]n(S(=O)(=O)Cc2ccccc2)c(=O)c1N=Nc1ccccc1Cl	2.2	102.6	100.0	-7.8	-10.6	96.1	25.0	100.9
CC(NC(=O)CCNC(=O)c1ccc(Br)cc1)c1ccc(-n2ccnc2)cc1 (stereo unspecified)	2.0	106.5	102.9	-2.7	10.8	99.4	0.1	99.4
O=C(Cn1nnc2ccccc21)N/N=C\C=C\c1ccccc1	11.1	100.4	137.2	11.5	-3.6	98.7	2.6	99.0
COc1ccc(C2CC(=O)N(C)c3ccccc3S2)cc1OC (stereo unspecified)	2.5	92.9	99.7	-8.2	3.1	99.8	17.0	97.6
O=C(c1ccco1)N(Cc1cccc(Br)c1)C1CCS(=O)(=O)C1 (stereo unspecified)	3.9	93.2	91.0	-0.2	-1.9	103.7	1.6	93.3
Cc1ccc(C2CC(=O)Nc3cc4c(cc32)OCCO4)s1 (stereo unspecified)	-1.8	95.2	134.0	-19.7	-6.9	98.2	2.4	93.8
O=C(O)CCC(=O)N1N=C(c2c(-c3ccccc3)c3cc(Cl)ccc3[nH]c2=O)CC1c1ccccc1 (stereo unspecified)	4.4	106.5	108.6	96.4	3.3	102.9	1.3	100.5
O=C(NCc1nnc2c(C(F)(F)F)cc(Cl)cn12)c1ccco1	4.9	92.3	92.5	-0.4	4.0	99.7	5.3	102.1
CCn1cc(C(=O)NCC2CCCO2)c(=O)c2cc(S(=O)(=O)N(C)C)ccc21 (stereo unspecified)	8.3	104.7	102.9	3.9	-11.3	102.6	0.9	116.0
CCOC(=O)N1CCN(C(=O)c2cccn3c(=O)c4c5c(sc4nc23)CCCC5)CC1	4.8	99.7	103.9	1.1	-2.1	105.0	12.9	103.3
Cn1c(SCc2ccccn2)nc2c1c(=O)[nH]c(=O)n2C	-5.6	99.4	85.8	-0.2	8.9	102.4	1.0	104.5
CCCCOP(=O)(c1ccc(N(C)C)cc1)C(Nc1ccccc1)c1ccccc1 (stereo unspecified)	4.1	94.1	108.1	-2.8	4.4	100.5	2.3	100.2
Cc1ccc(N2CCN(S(=O)(=O)N3CCCCC3)CC2)cc1Cl	-1.0	99.9	83.2	23.6	6.5	104.9	-1.8	103.8
O=C(OCC#CCSc1nnc(-c2ccccc2)o1)c1cccs1	-5.0	119.0	95.4	24.9	5.0	96.9	-3.0	100.6
CC(OC(=O)c1ccc(Cl)c(S(=O)(=O)N2CCOCC2)c1)C(=O)Nc1ccc(S(N)(=O)=O)cc1 (stereo unspecified)	-2.8	103.9	102.3	2.6	-0.3	98.8	2.6	97.1
CC(C)(C)C(=O)OCc1nc(-c2ccc(Cl)cc2)cs1	8.4	102.1	100.4	-8.9	4.3	94.9	2.1	89.8

Screens (PubChem BioAssay)
